AT treatment: potential ataxia-telangiectasia treatment. […] A-T fibroblasts, KAP-1 phosphorylation AlphaLISA; neocarzinostatin DNA damage 30 min before lysis. 320,000 compounds, 0.19% hits. Potency, µM (top dose mostly 57.5 µM), without a hit: at the top dose activation, usual class: activators; further: potency means the concentration at half of the fitted maximal effect; % of control where 0% means no effect; nearly all actives have a fitted effect of over 45% in size
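hTERT-immortalized A-T patient fibroblasts ([…]), 500 cells/well in OPTI-MEM, 1% FBS, got compounds for 60 min, then NCS for 30 min at 37C. Lysates were then assayed for phospho-KAP-1 by AlphaLISA (anti-pKAP1 donor, anti-KAP1 acceptor beads), 6 hr at 25C.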
TCR activator: T cell receptor activation; primary human leukocytes, anti-CD3, IL-2 HTRF, 48 h; Potency, µM (titrated, usually from 9.22 µM), for the others: top-dose activation of IL-2 secretion, hits mostly activators; 330,000 tested, under 10 active; AID 504894; further: % of control where 0% means no effect
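Primary human leukocytes incubated 48 hr with anti-CD3 beads plus compound, without co-stimulation. Secreted IL-2 measured by HTRF (europium cryptate/d2 anti-IL-2 pair, 320 nm excitation, 665 nm emission).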
MLL CXXC-DNA inh: inhibitors of human MLL CXXC domain-DNA interaction | Potency, µM (series often up to 115 µM), for the others: at the highest dose activity change, negative = inhibition, usual class: inhibitors | MLL-CXXC / FITC-HOXA9 DNA fluorescence polarization | 290,000 compounds, 0.037% hits | AID 2662; active means well fitted inhibition curve with a large enough effect in the polarisation, with a control signal flat, not every such curve was filed as active; inconclusive means small, poorly fitted or top-dose-only effect, or effect the other way, or a change in a side signal; inactive means no such curve, though single readings can be large or run the other way; the % refers to the polarisation; further: potency means the concentration at half of the fitted maximal effect
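Fluorescence polarization: 7 uM MLL-CXXC (stock) preincubated 5 min with compounds, then 50 nM fluorescein-HOX-A9 DNA (stock) added; 30 min ambient. Buffer 50 mM Tris-HCl pH 7.5, 50 mM NaCl, 1 mM DTT, 0.05% BSA.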
p53 reactivation: restores transcriptional activity of mutant p53; H1299 p53-A138V BP100-luciferase reporter, luminescence, 24 h; Potency, µM (titrated, usually from 92.2 µM), inactives show at the top dose activity change, positive = activation, most hits filed as activators; AID 504706; 320,000 compounds, 0.063% hits; further: potency means the concentration at half of the fitted maximal effect; % of control where 0% means no effect; nearly all actives have a fitted effect of over 45% in size
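H1299 (p53-null), stable ts p53-A138V + BP100-Luc; 1000 cells/well, Opti-MEM/10% FBS; cpd 4 pt, 1:5; 24 h, 37 deg C, 5% CO2; detection reagent 10 min RT; luminescence.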
B2AR arrestin: beta2AR (human) beta-arrestin recruitment activity | P07550 | beta-arrestin recruitment to beta2AR, cell-based reporter | Potency, µM (titrated, usually from 46.1 µM), without a hit: top-dose activation, hits mostly activators | 330,000 compounds, 0.02% hits | AID 492947;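 further: potency means the concentration at half of the fitted maximal effect; 0% = DMSO controls and full agonism = EC100 isoproterenol or metaproterenol; nearly all actives have a fitted effect of over 65% in size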
BRCA1 expr up: activators of BRCA1 expression | 380,000 compounds, 1.1% hits | AID 624202 | MCF7-BRCA1-FFLuc reporter, luminescence, 48 h; response scale: scaled: vehicle 0%, 10 µM genistein 100% | Potency, µM (doses to about 46.1 µM), inactives show at the top dose activation, usual class: activators; further: potency means the concentration at half of the fitted maximal effect; nearly all actives have a fitted effect of over 80% in size; some results filed as inactive show a strong effect at the top dose
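Reporter cells (MCF7, BRCA1 promoter-firefly luciferase) received library compounds across a concentration series for 48 h. End-point luminescence was measured and concentration-effect curves derived after normalization.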
a7 integrin act: activates integrin-mediated alleviation for muscular dystrophy. alpha7betagal myoblasts, beta-gal FDG fluorescence, 48 h. Potency, µM (series often up to 38.3 µM), without a hit: top-dose activation, usual class: activators. 350,000 compounds, 0.064% hits;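 further: potency means the concentration at half of the fitted maximal effect; 100% = response of the positive control SU9516; nearly all actives have a fitted effect of over 60% in size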
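Alpha7betagal+/- myoblasts (passage 13) were plated 16-24 hr, then exposed to compounds (1:260 dilution of DMSO stock) for 48 hours at 37C. After MPER lysis, β-galactosidase reporter activity was read as FDG fluorescence (ex 480/em 540) after 30 minutes.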
TRPV1 ag: human TRPV1 agonism; activation, % at 8.33 µM; AID 540275; Q8NER1; TRPV1-expressing cells, Fluo-8 calcium influx, agonist mode; 320,000 compounds, 0.19% hits; in the data active means activation above about 80%; inconclusive means between about 30% and that limit; further: 0% is about no effect
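TRPV1-expressing cells were cultured overnight at 35.5C and loaded with Fluo-8 calcium dye for 40 to 90 min at room temperature. After a 10 s baseline, compound was added and calcium influx was read kinetically for 3 min (ex 480/em 520 nm).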
ELG1 DNA repair: blocks ELG1-dependent DNA repair in HEK293T cells; HEK293T ELG1-luciferase reporter, luminescence, 16 h; DNA damage induced by 5-fluorouridine; Potency, µM (top dose mostly 46.1 µM), for the others: top-dose activity change, negative = inhibition, actives largely listed as inhibitors; 330,000 compounds, 2.3% hits; AID 504467; further: potency means the concentration at half of the fitted maximal effect; on the % scale 0 is the no-effect control and ±100 the full control effect; nearly all actives have a fitted effect of over 55% in size
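Reporter activity after DNA damage by 5-fluorouridine is monitored. Compound-treated cells incubate 16 hr at 37 °C, then ONE-Glo is added for 30 min before luminescence reading.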
TSG101-PTAP inh: blocks PTAP/TSG101 interaction to inhibit HIV-1 budding. Fluorescence polarization, FITC-PTAP peptide / Tsg101 binding. AID 493005. Potency, µM (titrated, usually from 115 µM), for inactives: at the highest dose activity change, negative = inhibition, actives largely listed as inhibitors. 340,000 tested, under 10 active; active means well fitted inhibition curve with a large enough effect in the main read-out, with a control signal flat, not every such curve was filed as active; inconclusive means small, poorly fitted or top-dose-only effect, or effect the other way, or a change in a side signal; inactive means no such curve, though single readings can be large or run the other way; further: potency means the concentration at half of the fitted maximal effect; % of control where 0% means no effect
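Fluorescence polarization binding of Tsg101 binding domain (10 uM final) to FITC-labeled PTAP peptide (50 nM final) in HEPES pH 7.5 buffer with NaCl, Tween 20, EDTA, TCEP. Compounds added before peptide; binding 20 min at RT.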
Starred values were filed as active, the others as inactive; ? = inconclusive; / = not tested or not shown; [ ] = another dose, or the depositor's remark. Unless noted, the call rests on the fitted dose curve; in most records, active means well fitted curve in the direction sought with a large enough effect; inconclusive means small, poorly fitted or top-dose-only effect, or another doubt; inactive means no such curve, though single readings can be large; an effect the other way counts as inactive or inconclusive. An unsorted share of the library; overall some 3.8% were active at least once.

SMILES	AT treatment	TCR activator	MLL CXXC-DNA inh	p53 reactivation	B2AR arrestin	BRCA1 expr up	a7 integrin act	TRPV1 ag	ELG1 DNA repair	TSG101-PTAP inh
COc1ccc(C(=O)c2coc3ccc(O)cc23)cc1	7.3%	0.6%	-2.1%	18.8%	-0.1%	?	?	13.9	?	-3.1%
O=C(COc1ccc(Cl)cc1)OCC(=O)N1CCOCC1	1.9%	2.2%	/	8.4%	-0.5%	-14.2%	-8.5%	/	?	-2.6%
COC(=O)c1sc(NC(=O)c2ccco2)nc1C	27.7%	1.0%	-0.6%	9.5%	0.2%	8.5%	15.2%	-3.1	?	-2.0%
CC(C)(C)n1nc2c(c1NC(=O)Cc1cccc3ccccc13)CS(=O)C2 (stereo not given)	?	-3.5%	1.9%	-4.7%	0.3%	-32.3%	3.3%	/	0.5%	-5.6%
CCSc1nnc(NC(=O)c2ccc(F)c(S(=O)(=O)N3CCOCC3)c2)s1	7.3%	-1.5%	/	4.7%	-0.1%	-1.6%	-22.4%	10.9	-7.0%	-1.7%
CCCCOc1ccc(N2C(=O)C(C)CNC2=S)cc1 (stereo not given)	/	8.4%	/	/	/	-20.9%	6.0%	/	/	-14.9%
Cc1ccc(-c2nc(CS(=O)(=O)CC(=O)Nc3cc(F)ccc3F)c(C)o2)cc1	1.5%	0.3%	/	8.9%	-3.2%	-20.3%	17.9%	17.4	?	-3.3%
CCn1cc([N+](=O)[O-])c(C(=O)N2N=C(c3ccccc3)CC2c2ccc([N+](=O)[O-])cc2)n1 (stereo not given)	-2.6%	0.3%[46.1 µM]	10.4%	-6.3%	-0.6%	-5.9%	-6.1%	2.2	-5.1%	-7.1%
Cc1cc(C)n(-c2nc3ccccc3nc2N2CCOCC2)n1	1.1%	5.0%	6.3%	-2.8%	-1.4%	-7.3%	-0.8%	5.8	17.2%	0.0%
Cc1ccc(/C=c2\sc3nc(-c4cccnc4)nn3c2=O)cc1	-0.3%	17.5%	?	8.7%	0.4%	6.4%	14.1%	-2.5	15.8%	-0.7%
O=C(O)c1ccccc1-c1nc2ccccc2[nH]1	6.1%	3.3%	-6.4%	7.8%	0.0%	?	-3.7%	-1.0	?	-0.9%
CC1Oc2ccccc2C(=O)N(CC(=O)c2ccc3c(c2)OCCO3)C1=O (stereo not given)	2.4%	-3.3%	36.8%[activator]	5.3%	0.0%	9.4%	-1.0%	9.9	22.9%	-3.3%
O=[N+]([O-])c1cc(S(=O)(=O)Nc2ccccc2)ccc1NCc1cccnc1	0.7%	3.2%[46.1 µM]	6.0%	14.1%	-0.5%	-45.3%	2.2%	-1.2	-4.1%	0.2%
O=C1OCCC1(c1ccccc1)c1ccccc1	5.0%	-1.6%	/	-0.7%	-1.2%	0.1%	2.1%	-7.7	4.2%	-1.6%
OCCNc1ncnc2ccc(Br)cc12	-3.6%	3.8%	-16.0%	9.7%	-0.3%	-2.8%	?	-0.6	9.2µM*	-4.9%
CCCNC(=O)c1nc(C)c(C)nc1C(=O)Nc1cccc(Cl)c1	-8.0%	4.3%[46.1 µM]	11.3%	6.7%	-0.5%	10.6%	12.1%	1.1	0.9%	-0.6%
COc1ccc(/C=C/C(=O)OCC(=O)NCc2ccccc2Cl)cc1OC	-7.6%	1.0%	/	-5.2%	-0.4%	-14.3%	-11.1%	/	?	-5.4%
Cc1cc(NC(=O)c2sc3ccccc3c2O)no1	-2.2%	-8.0%	-4.0%	?	-0.5%	35.4%	16.9%	-6.0	?	-6.3%
O=C1OCCN1CCN(CN1C(=O)CCC1=O)CN1C(=O)CCC1=O	-1.3%	-6.9%	1.5%	-2.5%	0.1%	9.2%	4.4%	-1.9	15.8%	-3.7%
Cc1cccc2cc(C#N)c(SCc3nnc(-c4ccccc4[N+](=O)[O-])o3)nc12	-5.2%	3.1%[46.1 µM]	-25.2%	12.4%	-0.2%	60.0%	29.8%	-3.6	-0.4%	-0.6%
Cn1cc(CCC(=O)NC2CC(C)(C)Cc3c2cnn3-c2ccc(F)cc2)cn1 (stereo not given)	7.5%	-10.1%	-3.1%	/	0.0%	0.8%	12.3%	4.3	11.6%	/
CCC(=O)Nc1ccc(C(=O)COC(=O)C(CCSC)NC(=O)COc2ccccc2)cc1 (stereo not given)	6.1%	7.8%	/	1.7%	-0.3%	20.8%	-1.2%	2.1	-1.0%	0.5%
Cc1cc(C)nc(SCc2ccc(C(=O)N/N=C/c3ccccc3C(=O)O)cc2)n1	0.4%	3.1%	0.6%	-4.6%	-0.1%	2.0%	15.3%	-0.8	3.4%	-0.5%
O=c1[nH]c2ccccc2nc1C(F)(F)C(F)F	2.1%	3.1%	-6.7%	-6.2%	-0.5%	11.5%	-20.0%	0.1	1.5%	-4.6%
Cc1noc(C)c1C(=O)Nc1ccc(N(C)C)cc1	-24.0%	15.9%	5.8%	3.9%	0.3%	9.0%	20.2%	-0.2	-1.5%	-2.9%
(continued)
SMILES	AT treatment	TCR activator	MLL CXXC-DNA inh	p53 reactivation	B2AR arrestin	BRCA1 expr up	a7 integrin act	TRPV1 ag	ELG1 DNA repair	TSG101-PTAP inh
CCSc1nnc(NC(=O)CSc2nnc(CNC(=O)c3ccc(OC)c(OC)c3)o2)s1	4.7%	3.1%[46.1 µM]	-4.6%	3.8%	-0.5%	-36.7%	2.2%	1.9	?	-7.3%
Cc1nn(-c2ccccc2)c(Cl)c1C(=O)N1CCN(C)CC1	-1.2%	-6.7%	4.2%	-1.0%	-0.2%	10.6%	-2.7%	-2.3	11.0%	0.4%
CC(=O)NCCNc1ccc([N+](=O)[O-])cc1C#N	-1.1%	-0.5%	11.8%	-2.9%	0.1%	3.5%	-15.5%	-0.2	-0.9%	0.1%
CCN1CCc2nc3ccccc3c(C(=O)Nc3ccc(NC(C)=O)cc3)c2C1	-0.3%	-5.7%	-6.2%	-3.5%	-0.5%	0.0%	-31.8%	1.8	-2.3%	-0.6%
CC(=O)c1cnc(N2CCCCC2)nc1C	11.5%	-9.5%	-2.8%	19.6%	0.0%	-0.9%[1.84 µM]	7.7%	1.1	?	-2.9%
CC(C)OCCCn1c(=O)c2ccccc2n2c(CCC(=O)NCc3ccccn3)nnc12	6.5%	-11.7%	0.7%	6.4%	0.5%	-8.4%	0.0%	0.4	-0.5%	1.8%
COc1ccccc1C(=O)Nc1cccc(S(=O)(=O)N2CCCC2)c1	?	-13.0%	37.1%[activator]	-4.3%	-0.1%	-13.6%	10.5%	14.9	0.0%	-0.8%
COc1ccccc1NC(=S)N(Cc1ccco1)Cc1cc2cc(C)cc(C)c2[nH]c1=O	-1.8%	2.6%[46.1 µM]	13.1%	-6.1%	-0.5%	-83.5%	-14.1%	3.7	11.6µM*	-1.8%
O=C(Nc1ccc(F)cc1F)NC1CCN(S(=O)(=O)c2ccc(F)cc2)CC1	-3.0%	/	9.5%	0.8%	0.0%	6.3%	?	7.8	4.3%	-3.0%
CC1(c2nnc(Cc3ccccc3)o2)CC(c2ccc(Br)cc2)=NO1 (stereo not given)	/	1.5%	/	/	/	0.0%	19.9%	/	/	-2.6%
Cc1cc(C(=O)N2CCOCC2)c(C)o1	6.8%	-1.2%	4.0%	8.5%	-0.2%	24.2%	37.4%	-0.5	0.7%	-3.1%
Cc1ccc(O)c(C(=O)c2cc(C#N)c(=O)n(-c3nccs3)c2)c1	-1.7%	14.9%	?	5.9%	4.3%	-73.3%	10.5%	-0.7	19.0%	?
Cc1ccccc1-c1nc2ccccc2c(=O)n1C1CCS(=O)(=O)C1 (stereo not given)	7.1%	-11.4%	4.5%	10.9%	0.1%	-0.7%	2.1%	4.4	18.4%	0.5%
O=C1c2ccccc2C(=O)N1CCc1csc(-c2cccc(F)c2)n1	3.3%	4.2%	0.7%	-0.8%	-0.1%	4.5%	19.6%	25.9	-2.0%	-3.6%
CC(=O)N(Cc1ccccc1)c1nc(-c2ccccc2)cs1	16.9%	-2.6%	-8.1%	4.9%	0.0%	-17.6%	-11.8%	11.0	-2.5%	-0.3%
C/C(N)=C(/C#N)C(=O)CSc1nnc(-c2ccccc2)n1C	-3.1%	5.7%	-2.5%	9.6%	-0.5%	62.5%	-9.6%	1.2	?	-3.2%
Cc1c(Cl)c(-c2n[nH]c(=S)n2-c2ccc(F)cc2)nn1C	-0.1%	-2.5%	0.9%	?	-0.9%	0.3%	22.2%	2.9	?	-1.6%
OCCC1CN(Cc2cccn2-c2nccs2)CCN1Cc1ccc(F)c(F)c1 (stereo not given)	-2.6%	-5.4%	-1.4%	-1.6%	0.2%	-1.0%	-8.6%	3.1	2.8%	1.0%
